TAAR1 ag: human TAAR1 agonism; activation, % at 3 µM; 0.99% of 360,000 active; CHO RD-HGA16 TAAR1, Fluo-8 calcium fluorescence; vehicle wells 0%, saturating PEA agonist 100%; AID 624467; Q96RJ0;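 active = activation above the mean activation of all test compounds in the run plus 3 SD, cut at about 38% in these data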
Target sequence (Q96RJ0 whole entry, looked up): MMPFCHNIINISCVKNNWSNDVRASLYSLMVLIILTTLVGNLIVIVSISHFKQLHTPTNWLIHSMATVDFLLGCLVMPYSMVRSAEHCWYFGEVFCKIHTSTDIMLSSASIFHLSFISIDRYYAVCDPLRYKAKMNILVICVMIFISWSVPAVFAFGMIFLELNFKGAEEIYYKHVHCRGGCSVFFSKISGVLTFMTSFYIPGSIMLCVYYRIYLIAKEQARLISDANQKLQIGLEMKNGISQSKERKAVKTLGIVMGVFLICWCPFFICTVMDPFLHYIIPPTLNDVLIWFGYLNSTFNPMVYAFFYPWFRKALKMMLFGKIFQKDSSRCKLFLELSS
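Benchmarks: low control DMSO, high control PEA (EC100); System: CHO RD-HGA16 cells carrying human TAAR1 plus Gα16; Detection: Fluo-8 fluorescence, 5 s baseline then 140 s kinetic read; Schedule: 17-24 h plating, Fluo-8 75 min 37 °C, 30 min RT; Read-out basis: % activation from peak over basal fluorescence ratio, DMSO-to-PEA scaled.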
M1 PAM parental: nonselective activator or artifact in parental CHO-K1 calcium assay. ATP EC20, Fluo-8 calcium fluorescence; 0% at ATP EC20, 100% at ATP max. activation, % at 3 µM. 0.02% of 360,000 active;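 active = activation above the run cutoff, the mean activation of all test compounds plus 3 SD, cut at about 40% in these data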;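 note: peak over basal fluorescence ratio in a 140 s read after ATP addition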
CHO-K1 Ca ag: M1 agonist counterscreen hit in parental CHO-K1 cells; Fluo-8 calcium fluorescence; scaled to maximal ATP response, vehicle zero; activation, % at 3 µM; 0.48% of 360,000 active; AID 602248; in the data active = activation above about 15%;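 note: untransfected CHO-K1 host cells lacking M1 receptor as counterscreen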
V1aR counter: counter-screen for oxytocin receptor agonists: human V1a receptor agonists; P37288; CHO-V1R cells, Fluo-8 calcium fluorescence, agonist mode; 0% DMSO, 100% 3 nM vasopressin; activation, % at 3 µM; 0.25% of 320,000 active; AID 2797;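 active = activation above the mean activation of all tested compounds plus 3 SD, per screening run, cut at about 20% in these data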;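 note: signal is peak over basal fluorescence ratio across a 100 second FLIPR read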
CHRM1 agonist: agonists of human M1 muscarinic receptor; P11229; CHO-K1 hM1, Fluo-8 calcium fluorescence, agonist mode; 0% DMSO, 100% acetylcholine EC100; activation, % at 3 µM; 0.33% of 360,000 active; AID 588814;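 active = activation above the run's mean compound activation plus 3 SD, cut at about 16% in these data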;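 note: peak over basal fluorescence ratio within a 140 s kinetic read after compound addition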
Target sequence (P11229 whole entry, looked up): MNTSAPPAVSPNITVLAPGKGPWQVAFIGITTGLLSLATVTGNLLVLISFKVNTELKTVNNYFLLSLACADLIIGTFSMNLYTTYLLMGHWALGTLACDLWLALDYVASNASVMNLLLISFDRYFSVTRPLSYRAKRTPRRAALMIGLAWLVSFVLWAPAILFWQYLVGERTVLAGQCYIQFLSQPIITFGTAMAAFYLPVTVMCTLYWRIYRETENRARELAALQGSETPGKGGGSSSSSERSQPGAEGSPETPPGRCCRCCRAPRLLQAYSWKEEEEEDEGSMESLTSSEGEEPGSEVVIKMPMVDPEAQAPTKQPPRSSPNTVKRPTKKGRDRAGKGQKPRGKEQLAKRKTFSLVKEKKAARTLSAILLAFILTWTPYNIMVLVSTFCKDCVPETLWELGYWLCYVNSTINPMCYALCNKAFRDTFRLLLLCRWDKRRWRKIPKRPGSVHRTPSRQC
CHO parental Ca: signal in parental CHO cells, OX1R antagonist counter-screen; parental CHO-K1, ATP-induced calcium, Fluo-8 fluorescence; inhibition, % at 5.6 µM; 0.63% of 330,000 active;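 active = inhibition above that plate's mean sample inhibition plus 3 SD, cut at about 26% in these data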;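 note: 0% = ATP-challenged DMSO wells and 100% = DMSO wells without ATP; some compounds past the cut are filed as inactive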
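Assay system – parental CHO cells · Reagent – ATP stimulus · Detection – intracellular calcium via Fluo-8 no-wash fluorescent dye · Evaluation – percent inhibition of ATP-evoked calcium rise, normalized to controls · Controls – ATP wells versus no-ATP DMSO wells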
CHO-K1 Ca antag: nonselective inhibitor or artifact in parental CHO-K1 cells. ATP-induced calcium, Fluo-8 fluorescence. inhibition, % at 3 µM. 0.6% of 360,000 active;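 active = inhibition above a per-plate cutoff, the plate's mean sample inhibition plus 3 SD, cut at about 24% in these data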;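 note: 0% = DMSO plus EC80 ATP and 100% = DMSO alone without ATP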
OXTR potentiator: human OXTR potentiation; AID 2445; P30559; activation, % at 3 µM; 0.061% of 320,000 active; CHO-OTR cells, Fluo-8 calcium fluorescence, potentiator mode; 0% = oxytocin EC15, 100% = EC100;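 active = activation above that plate's cutoff, the mean activation of tested compounds plus 3 SD, cut at about 6.6% in these data, passing the limit was not always enough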;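 note: 100% uses oxytocin at 75 nM as the full agonist control; some results filed as inactive read as strong as hits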
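Measured by – Fluo-8 calcium dye fluorescence · Test system – human OTR in CHO cells · Dosing – one concentration, 3.0 µM compound · Controls – EC15 oxytocin alone as 0%, 75 nM oxytocin as 100% · Evaluation – normalized max/min fluorescence ratio, % activation · Timing – 6 min pre-incubation, 100 s read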
TAAR1 antagonist: human TAAR1 antagonism. 1.5% of 360,000 active. inhibition, % at 3 µM. CHO RD-HGA16 TAAR1, Fluo-8 calcium fluorescence, antagonist;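 active = inhibition above a per-plate cutoff, the mean inhibition of test compounds on that plate plus 3 SD, cut at about 49% in these data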;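 note: 0% = DMSO plus EC80 beta-PEA response and 100% = DMSO alone without agonist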
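System: RD-HGA16 CHO cells with stable hTAAR1 and Gα16 | Probe or stimulus: EC80 β-phenethylamine stimulus | Dosing: 3 µM, single point | Times: Dye loading 75 min at 37 °C, then 30 min room temperature | Measured by: Fluo-8 calcium-sensitive fluorescence | Read-out basis: % inhibition of agonist calcium response | Replicates: n of 1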
* marks the source's active call; other numbers are inactive results; · = no result given. No enrichment for hits (roughly 3.3% active in at least one column).

SMILES	TAAR1 ag	M1 PAM parental	CHO-K1 Ca ag	V1aR counter	CHRM1 agonist	CHO parental Ca	CHO-K1 Ca antag	OXTR potentiator	TAAR1 antagonist
O=C(O)c1cc(NC(=O)c2ccco2)cc(NC(=O)c2ccco2)c1	0	-6	0.5	0.8	-3	0	-15	-4	-18
COCCn1c(SCC(=O)Nc2ccc(NC(C)=O)cc2)nc2ccccc2c1=O	5	23	2.4	-0.4	-4	-7	-16	-2	-7
O=C(C[C@H]1C(=O)N(Cc2ccccc2)C[C@@H]1Cc1ccccc1)Nc1ccccc1	9	25	0.6	-1.2	-3	-32	-22	-12	26
O=C(c1cccc(S(=O)(=O)Nc2cccc(C(F)(F)F)c2)c1)N1CCOCC1	3	8	0.4	0.1	-2	-8	-7	-2	-1
Cn1nccc1C(=O)N1CCN(c2ccc(F)cc2)CC1	1	17	0.6	1.1	-2	2	-10	-12	-1
O=C(c1ccco1)N1CCCC(N2CCN(c3ccccc3F)CC2)C1 (configuration not stated)	-1	8	0.3	1.4	-5	-11	-5	-10	-25
Cc1ccc(-n2nnc(-c3cccnc3Cl)n2)cc1	5	14	-0.1	-0.5	-6	-18	-9	1	-7
CC(=O)Nc1ccc(C(=O)N(C)C(C(=O)Nc2ccc(C)cc2)c2ccccn2)cc1 (configuration not stated)	6	-8	-0.2	0.7	-5	-5	10	6	-21
Cc1ccc(-c2cnc(C3CC3)o2)cc1S(=O)(=O)Nc1ccccc1	·	25	0.8	1.6	-3	-21	-11	-7	·
CC(C)OCCCn1c(-c2ccco2)nc2nc3ccccc3nc21	8	15	3.0	0.3	-1	-14	5	-4	8
CCOc1ccc(OCc2cccc(C(=O)N3CCCC3)c2)cc1	4	24	1.6	0.3	-5	-16	-15	-2	-17
Cc1nc(N(C)C)c2sc(=S)n(-c3ccccc3)c2n1	-3	6	-0.6	-1.3	-11	-17	-16	-10	0
COc1cccc(/C=C2\SC(=S)N(N3C(=O)CCCC3=O)C2=O)c1	3	-12	8.7	0.1	-6	-2	19	-9	5
Cc1ccc(S(=O)(=O)CCC(=O)N2CCN(c3ccc(Cl)cc3)CC2)cc1	12	8	9.9	6.4	-3	-2	-6	-7	-7
Clc1cccc(CNc2ccn3nc(-c4ccc(OCCN5CCOCC5)cc4)cc3n2)c1	33	3	2.9	·	-3	·	19	·	69*
Nc1c(Br)cc(Br)c2c1-c1ccc([N+](=O)[O-])cc1C2	0	-12	-0.5	·	-3	·	-3	·	-13
COc1ccc(S(=O)(=O)N2CCN(Cc3ccc4c(c3)OCO4)CC2)cc1F	-4	4	0.1	-0.2	-6	-15	-9	-16	-7
COc1ccc(S(=O)(=O)NCC(c2ccc(C)cc2)N2CCN(C)CC2)cc1OC (configuration not stated)	0	3	1.0	0.6	-6	0	2	-4	2
Cc1ccc(S(=O)(=O)NC(=O)Nc2cc(C)ccc2F)cc1	8	1	-0.1	-0.5	0	-1	-1	-7	10
CCc1ccc(NC(=O)Nc2cc(C(=O)NCC3CCCO3)ccc2N2CC3CC(C2)c2cccc(=O)n2C3)cc1 (configuration not stated)	1	10	0.2	0.1	-4	-22	-8	-6	-23
COc1ccc(-c2noc(N3CCC(C(=O)Nc4ccc(F)cc4)CC3)n2)cc1	7	15	0.5	4.3	-4	-12	-3	-7	11
COc1ccc(CCNC(=O)c2ccc(N3CCCC3=O)cc2)cc1	3	-3	0.4	1.6	-2	-6	-1	-5	-2
O=C(Nc1cccc(Cl)c1)N1CCN(C2c3ccccc3-c3ccccc32)CC1	13	8	0.9	4.5	-3	-24	-6	-10	8
CC(C)(C)C(=O)N1CCn2c1nc1ccccc12	0	4	1.7	-1.3	-3	10	-4	-3	-28
OC(CNCc1ccccc1F)COc1cccc2ccccc12 (configuration not stated)	9	14	8.4	5.2	1	-5	-4	-8	9
O=C(CCC(=O)Nc1ccccc1)N/N=C/c1ccc2c(c1)OCO2	2	1	2.2	·	-2	·	-4	·	-15
Cc1c(NC(=O)CCCCCN2C(=O)C3C4C=CC(C4)C3C2=O)c(=O)n(-c2ccccc2)n1C (configuration not stated)	5	24	0.4	0.0	0	-6	-20	-3	-18
Cc1ccc(CCc2nnc(SCC(=O)Nc3ccccc3Cl)n2-c2ccccc2)o1	6	4	0.7	1.2	-4	-29	-5	-6	10
Cc1ccc(N/C=C(\C#N)S(=O)(=O)c2ccccc2)cc1	3	8	1.9	1.3	-3	-17	-11	-17	-10
O=C(CN1CCCC1)Nc1sc2c(c1C(=O)Nc1ccc(Br)cc1)CCC2	1	10	2.7	0.3	-3	-11	-8	-2	-24
Cc1ccc(NC(=O)CC2COc3ccccc3O2)cc1 (configuration not stated)	15	-6	-0.1	-0.7	-5	-8	12	7	0
CCOc1cc(C(=S)N2CCCCC2)ccc1OS(=O)(=O)c1ccc(Cl)cc1	13	12	0.4	-0.5	-6	15	-7	-3	9
O=C(COC(=O)c1ccc(=O)[nH]c1)Nc1cccc(S(=O)(=O)N2CCOCC2)c1	0	9	0.8	0.2	-4	3	-17	1	-7
CCC1CCCCN1CCCNC(=O)Cn1cnc2sc(C)c(S(=O)(=O)N3CC(C)CC(C)C3)c2c1=O (configuration not stated)	·	1	-1.2	-0.9	-13	-23	-11	-11	·
CCCCNC(=O)C1(C)CCC(=O)N1CC(F)(F)F (configuration not stated)	1	5	0.7	·	-1	·	12	·	-17
CCCc1nc(S(=O)(=O)Cc2ccc(Cl)cc2Cl)n[nH]1	4	-10	0.2	-0.4	-6	-4	-12	-2	19
CCOc1ccc(NC(=O)Cn2nnc(C(=O)NCc3ccco3)c2N)cc1	-2	-13	0.2	0.6	-2	7	1	-1	1
CCOC(=O)C1(CCCc2ccccc2)CCN(C(=O)COC)CC1	2	17	1.7	1.3	-2	-18	-8	0	-15
CC1(C(=O)Nc2cccc(C#N)c2)CCN1C(=O)c1ccccc1CCc1ccccc1 (configuration not stated)	2	9	0.5	·	-6	·	-4	·	36
CSc1ccc(CN(C)CC(=O)NCc2ccccc2)cc1	-2	-12	0.5	0.1	-7	-30	-9	5	0

Just M1 PAM parental (3 entries from above):
| structure | M1 PAM parental |
| --- | --- |
| OC(CNCc1ccccc1F)COc1cccc2ccccc12 (configuration not stated) | 14 |
| CCCc1nc(S(=O)(=O)Cc2ccc(Cl)cc2Cl)n[nH]1 | -10 |
| O=C(c1cccc(S(=O)(=O)Nc2cccc(C(F)(F)F)c2)c1)N1CCOCC1 | 8 |

Other results follow:
SMILES	TAAR1 ag	M1 PAM parental	CHO-K1 Ca ag	V1aR counter	CHRM1 agonist	CHO parental Ca	CHO-K1 Ca antag	OXTR potentiator	TAAR1 antagonist
COc1ccc(NC(=O)c2coc3ccccc23)cc1OC	3	0	2.2	0.7	-6	-6	-1	-3	4
CCOC(=O)C1CCN(c2ccc(-c3cccs3)nn2)CC1	0	7	2.2	0.3	-8	-3	-12	-12	-13
COc1ccccc1Nc1ccc(C(=O)NC2CCCCC2)cn1	3	17	0.9	-1.3	-10	0	-17	-11	-15
COCCNC(=O)Cn1c(=O)n(Cc2ccc(C(=O)NCCc3ccc(OC)c(OC)c3)cc2)c(=O)c2ccccc21	1	9	2.7	1.2	-2	-5	-3	1	-21
O=C(NCc1ccco1)c1c(F)c(F)c(F)c(C(=O)NCc2ccco2)c1F	2	4	-0.1	-0.9	-4	23	-12	-11	-21
CC1CC(C)CN(S(=O)(=O)c2cc(C(=O)O)c(Cl)s2)C1 (configuration not stated)	11	24	0.8	1.3	-5	-13	0	-5	-27
Cc1nn(-c2cccc(C(F)(F)F)c2)c(Cl)c1/C=N/n1cnnc1	7	20	1.0	0.7	-2	-7	-8	-11	-1
Cc1ccccc1-c1ccc(Nc2ccc(C(=O)N3CCOCC3)cc2)nn1	2	12	2.6	0.6	-2	-2	-17	9	21
O=C(c1ccc([N+](=O)[O-])o1)N1CCOCC1	2	12	0.2	1.3	-3	-8	-16	-5	-3
COc1ccccc1/C=C/C(=O)OCC(=O)Nc1c(C)nn(-c2ccccc2)c1C	21	13	6.8	3.6	1	-25	-7	-3	66*
CCOC(=O)N1CC(C)N(CC(O)CN2CCOCC2)CC1C (configuration not stated)	0	1	0.6	·	-6	·	-14	·	3
O=c1cc(-c2ccccc2)[nH]c2nc3ccccc3n12	10	18	1.7	2.4	-1	10	-17	-11	18
CCOCCCn1c(C)nc2c(c1=O)c1nc3ccccc3nc1n2CCC1=CCCCC1	1	17	0.4	-0.8	-3	-30	-11	-5	5
Cc1ccc(S(=O)(=O)N2CCCC(C(=O)NC3CCCC3)C2)cc1 (configuration not stated)	-4	1	0.3	2.4	-2	1	-10	-8	-2
Oc1ccc(-c2nccc(-c3ccccn3)n2)cc1	-1	-6	-0.1	1.1	-6	-4	-6	-8	-9
COc1ccc(CCNC(=O)CSC(=O)c2ccccc2)cc1OC	3	16	0.4	-0.3	-2	-8	-1	-4	4
CCC1CSC(Nc2ccc(C(=O)/C=C/c3cccc(C)c3)cc2)=N1 (configuration not stated)	1	-1	0.6	0.1	-10	-21	4	-12	4
O=C(Nc1ccccc1Cl)c1csc(-c2cccnc2)n1	0	-24	0.5	-0.9	-3	-23	16	1	10
CCOC(=O)[C@]12CCC=C1N(Cc1cccc3ccccc13)C(=O)[C@H](CC(=O)NCC1CCCCC1)C2	-2	9	0.1	·	·	·	-12	·	0
CN(C)C(=O)CCc1ccc2c3c([nH]c2c1)[C@]1(CCc2ccccc2)[C@@H](C(=O)N2CCCCC2)C[C@H](CC(=O)NCCC2=CCCCC2)C(=O)N1CC3	1	-4	0.0	·	-5	-32	-14	·	-22
Cc1ccc(NC(=O)CS(=O)CC(=O)NCCCc2ccccc2)cc1Cl (configuration not stated)	10	-3	-0.6	2.0	-2	-24	-5	-6	-15
O=C(COC(=O)c1ccc(Cl)nc1)NNC(=O)c1ccc(Br)cc1	7	13	2.2	0.8	-3	-5	-19	0	-13

Arranged by the number under TAAR1 antagonist (high to low): three of the compounds above
SMILES	TAAR1 antagonist
O=C(Nc1ccccc1Cl)c1csc(-c2cccnc2)n1	10
Cc1ccc(-n2nnc(-c3cccnc3Cl)n2)cc1	-7
O=C(NCc1ccco1)c1c(F)c(F)c(F)c(C(=O)NCc2ccco2)c1F	-21
